S100A4 inh HTS: inhibitors of human S100A4 binding to myosin IIA peptide. inhibition, % at 10.7 µM. AID 652163. P26447. 360,000 tested, 0.14% active. S100A4/TAMRA-MyoIIA peptide fluorescence polarization;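 active means mean inhibition of at least 70% across replicates, with every replicate also reaching that level; inconclusive means mean inhibition reaches 70% but some replicates fall short; inactive means mean inhibition below 70%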
Target sequence (P26447 whole entry, looked up): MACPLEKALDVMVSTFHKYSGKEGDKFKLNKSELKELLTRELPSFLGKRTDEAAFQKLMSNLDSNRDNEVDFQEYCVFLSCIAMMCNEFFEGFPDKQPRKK
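Material: human S100A4 monomer with TAMRA-labelled myosin IIA peptide; buffer or medium: HEPES pH 7.2 with CaCl2, KCl, NaCl, DTT, Triton; compound dosing: one concentration per compound; schedule: 5 min incubation before reading; benchmarks: neutral control DMSO, positive control TFP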
CASP6 VEID inh: inhibitors of human caspase-6; P55212; purified caspase-6, Z-VEID-R110 cleavage fluorescence; inhibition, % at 12.5 µM; 350,000 tested, 0.53% active; AID 686996;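 active means mean inhibition across replicates at least about 35%, with every replicate also reaching that limit, limit read from the data; inconclusive means only one of the two criteria met; inactive means neither criterion met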;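 further: 0% = median of neutral control wells and 100% = no fluorescence left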
Target sequence (P55212 24-179 limits assumed): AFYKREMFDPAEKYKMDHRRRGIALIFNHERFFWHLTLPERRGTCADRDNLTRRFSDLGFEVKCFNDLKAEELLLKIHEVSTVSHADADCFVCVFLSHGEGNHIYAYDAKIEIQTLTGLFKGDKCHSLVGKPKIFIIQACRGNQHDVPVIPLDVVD
Target sequence (P55212 194-293 limits assumed): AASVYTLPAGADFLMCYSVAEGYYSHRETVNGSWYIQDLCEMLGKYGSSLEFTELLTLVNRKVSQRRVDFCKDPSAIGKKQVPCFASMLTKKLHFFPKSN
Statin myotox sup: suppressors of simvastatin-induced myotoxicity in C2C12 myotubes. ATP luminescence, 48 h; scaled: DMSO 0, geranylgeraniol control 100. rescue of ATP level, % at 7.49 µM. 330,000 tested, 0.78% active. AID 602340;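 active means mean ATP rescue above about 67%, or every replicate alone reaching that limit, limit read from the data, passing the limit was not always enough; inconclusive means no clear call, values can overlap the other calls; inactive means mean under the limit and some replicate under it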;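 further: myotubes were challenged with 10 µM simvastatin during compound exposure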
FN deposition inh: fibronectin deposition inhibition. inhibition, % at 12.6 µM. AH1F fibroblasts, Alexa488-fibronectin deposition fluorescence, overnight. 350,000 tested, 0.086% active;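 active means mean inhibition across replicates of 30% or more, regardless of how many single replicates reach that level; inconclusive means mean under 30% yet at least half of replicates reach 30%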;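 further: positive control wells lacked labelled fibronectin entirely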
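Material – AH1F fibroblast monolayer, labelled fibronectin deposition · Reagent – labelled fibronectin 24 nM · Timing – 1 h adhesion, overnight exposure · Measured by – fluorescence at 485 nm excitation, 525 nm emission · Read-out – inhibition of fibronectin deposition signal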
esBAF inh: SWI/SNF esBAF complex inhibition | AID 602393 | 350,000 tested, 2% active | reporter increase, % at 12.5 µM | mouse ES cells, Bmi1-luciferase knock-in reporter, 24 h; 100% = twice the neutral-well signal; in the data active means activation above about 40%; inconclusive means no clear call, values can overlap the other calls;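 further: 0% = median of the plate's neutral control wells and 100% = double that signal; a rise in the Bmi1 reporter signal indicates esBAF inhibition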
LGR2 antag: Drosophila LGR2 receptor signaling inhibition | HEK293 LGR2, CRE-luciferase, bursicon-stimulated, 4 h | inhibition, % at 9.99 µM | 380,000 tested, 0.35% active | AID 720647;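 active means drop in luminescence signal, shown as inhibition above about 50% in the replicate tests, limit read from the data, passing the limit was not always enough; inconclusive means probably only some replicates passing the limit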;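 further: agonist challenge used bursicon conditioned medium at about half maximal strength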
SIRT5 inh: sirtuin-5 (human) deacylase inhibition. AID 652115. inhibition, % at 15 µM. Q9NXA8. 330,000 tested, 1.1% active. Purified SirT5, succinyl-peptide AMC, trypsin-coupled fluorescence; in the data active means inhibition above about 15%; inconclusive means no clear call, values can overlap the other calls
Target sequence (Q9NXA8 whole entry, looked up): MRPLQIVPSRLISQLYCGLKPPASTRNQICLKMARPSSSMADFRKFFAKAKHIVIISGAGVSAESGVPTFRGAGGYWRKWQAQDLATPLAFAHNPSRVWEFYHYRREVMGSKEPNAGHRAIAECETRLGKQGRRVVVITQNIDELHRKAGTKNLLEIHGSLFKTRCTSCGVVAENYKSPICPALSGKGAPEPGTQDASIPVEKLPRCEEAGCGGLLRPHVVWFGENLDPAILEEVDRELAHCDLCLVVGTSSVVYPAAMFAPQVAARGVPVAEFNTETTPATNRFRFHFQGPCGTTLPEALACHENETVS
An asterisk follows results filed as active; ? = inconclusive; nt = not tested or not shown.

Values run as follows: CASP6 VEID inh	S100A4 inh HTS	FN deposition inh	Statin myotox sup	LGR2 antag	esBAF inh	SIRT5 inh
CCCCNC(=O)C1Cc2cc(S(=O)(=O)N3CCCC3)ccc2N1C(C)=O (configuration not stated)
→ -1	-3	-14	-4	7	-3	-6
O=C(CSc1nc2cccnc2n1Cc1ccccc1)N1CCCC1
→ nt	nt	10	16	nt	-3	nt
OCCC1CN(Cc2ccc3nsnc3c2)CCN1C1CCCC1 (configuration not stated)
→ 3	-1	-13	nt	10	nt	-1
COc1cccc(C(O)c2nc(-c3ccc(Cl)cc3)cs2)c1 (configuration not stated)
→ 4	3	-18	4	-1	2	-7
COc1cccc2c1OCC/C2=N\NC(=O)COc1ccc(C)cc1
→ 0	7	1	2	-27	8	-5
CCCN1CCC(NC(=O)C2CC=CCC2C(=O)O)CC1 (configuration not stated)
→ -12	-5	nt	nt	7	nt	0
O=C(O)Cc1sc(Nc2ccccc2)nc1-c1ccc(Cl)cc1
→ 1	-1	-2	nt	-59	nt	-8
Cc1cc(OCC(=O)NC2CCN(C)CC2)ccc1[N+](=O)[O-]
→ 2	-3	5	6	-6	-1	-1
O=C(C[C@@H]1C[C@H]2c3cc(NC(=O)C4CCOCC4)ccc3O[C@H]2[C@@H](CO)O1)NCCN1CCCCC1
→ -4	-4	-2	3	-22	1	-1
Nc1nc(CSc2ccccc2)nc(N2CCCCC2)n1
→ 0	2	4	8	-45	?	2
O=C(NCCc1ccccc1)c1cccc(NC(=O)C2CCC2)c1
→ -3	1	5	7	-19	57*	nt
CCNC(=S)N(CCN(C)C)Cc1cc2cc3c(cc2[nH]c1=O)OCO3
→ -1	0	3	4	3	-5	-2
CC(CNS(=O)(=O)c1ccccc1)(c1ccccc1)N1CCCCC1 (configuration not stated)
→ -2	5	-2	nt	-12	nt	-5
CC(Oc1ccc(Cl)cc1)/C(N)=N/O (configuration not stated)
→ 1	0	nt	nt	2	nt	5
Cc1ccc(C(=O)Nc2ccc(S(=O)(=O)Nc3cnc4ccccc4n3)cc2)cc1
→ 10	3	-2	2	-24	29	-1
Oc1ccccc1N1CCN(CC(O)COC2CCCc3ccccc32)CC1 (configuration not stated)
→ nt	-2	-4	1	-25	-4	-3
O=C(Nc1cc(S(=O)(=O)N2CCCCC2)ccc1Cl)c1ccncc1
→ 1	3	21	-12	3	5	-1
CCCN(CC(=O)Nc1ccccc1C)C(=O)COc1ccc2c(c1)CCC2
→ -111	-4	8	-10	-12	10	-2
CCCCNc1c(-c2ccc(OC)c(Sc3ccc(OC)cc3)c2)nc2ccccn12
→ 0	-1	nt	nt	-15	0	0
CC(NC(=O)COC(=O)CNS(=O)(=O)/C=C/c1ccccc1)c1ccccc1 (configuration not stated)
→ -6	19	-17	5	-12	1	0
Cc1ccccc1OCCC(=O)OCC(=O)c1c(N)n(CC(C)C)c(=O)n(C)c1=O
→ 0	-13	nt	nt	2	nt	-4
COc1cc(C(=O)NC(=S)Nc2ccc3ccccc3c2)cc(OC)c1OC
→ -1	0	-1	-136	2	0	-1
CN(c1ccccc1)S(=O)(=O)CS(=O)(=O)N(C)c1ccccc1
→ 0	-12	-6	4	1	nt	-2
CCC(=O)N(C)C[C@@H]1Oc2ncc(C#Cc3ccc(OC)cc3)cc2C(=O)N([C@@H](C)CO)C[C@H]1C
→ 0	-29	nt	31	-1	5	-3
O=C(COC(=O)c1ccc[nH]c1=O)NCCc1ccc(F)cc1
→ 1	6	4	nt	3	nt	3
COc1ccc(NS(=O)(=O)c2cccc(C(=O)NCC3(N(C)C)CCCCC3)c2)cc1
→ -3	-5	6	nt	9	nt	0
Cc1cccc(C)c1NC(=O)COC(=O)[C@@H]1CCCN1C(=O)c1cccs1
→ -1	-3	7	-10	-16	nt	nt
CC(=O)N1c2ccc(S(=O)(=O)NCCC(=O)Nc3ccc(OC(F)(F)F)cc3)cc2CC1C (configuration not stated)
→ 4	-2	-3	7	0	-17	4
C[C@H](NC(=O)c1[nH]cnc1C(=O)Nc1ccc(CNC(=O)OC(C)(C)C)cc1)C(=O)OC(C)(C)C
→ -5	-1	-1	8	18	8	4
O=C(NC(=S)Nc1ccccc1)c1cc([N+](=O)[O-])ccc1N1CCOCC1
→ -3	28	-1	nt	4	nt	-6
C[C@@H]1CCCCO[C@H](CN(C)Cc2ccc(Cl)c(Cl)c2)[C@@H](C)CN([C@H](C)CO)C(=O)c2cc(NC(=O)Nc3ccccc3)ccc2O1
→ -2	2	-4	-15	-3	-10	0
COc1ccc(CCN2C(=S)N(c3ccccc3)C(=O)C2CC(=O)O)cc1OC (configuration not stated)
→ 19	-1	3	3	7	-5	-3
C[C@@H]1CN([C@@H](C)CO)C(=O)c2cc(NC(=O)NC3CCCCC3)ccc2O[C@@H]1CN(C)Cc1ccc(Oc2ccccc2)cc1
→ 5	2	nt	-61	-1	-6	5
COC(=O)c1ccc(Cl)c(NC(=O)Cc2ccccc2[N+](=O)[O-])c1
→ 0	8	-11	nt	-4	nt	nt
OC[C@H]1[C@@H](c2ccccc2)C2(CN(CCC(F)(F)F)C2)N1Cc1cncnc1
→ -2	4	-7	nt	-14	nt	10
CN1C(=O)c2cc(NC(=O)c3cccs3)ccc2OC[C@H]2O[C@@H](CC(=O)O)CC[C@H]21
→ 0	1	-6	44	7	0	0
C[C@H](O)C#Cc1ccc2c(c1)O[C@H](CN(C)C(=O)Cc1ccccn1)[C@@H](C)CN([C@@H](C)CO)S2(=O)=O
→ -2	0	nt	nt	-2	4	2
NC(=O)C1CCN(c2ccc(S(=O)(=O)N3CCCCC3)cc2[N+](=O)[O-])CC1
→ 1	-6	4	-5	0	7	-1
CCCCn1c(N)c(N(CCOC)C(=O)c2ccc(Cl)c(S(=O)(=O)N3CCCC3)c2)c(=O)[nH]c1=O
→ 1	-4	2	-1	-13	0	2
C[C@@H]1CCCCO[C@H](CN(C)C(=O)Nc2ccc(C(F)(F)F)cc2)[C@H](C)CN([C@@H](C)CO)C(=O)c2cc(NC(=O)Nc3ccc(C(F)(F)F)cc3)ccc2O1
→ nt	nt	-1	nt	11	2	nt
CCC(NC(=O)Nn1cnnc1)(C(F)(F)F)C(F)(F)F
→ nt	nt	2	11	nt	10	nt
Cc1ccc(NC(=O)C(C)OC(=O)C2CC3CCCC(C2)C3=O)cc1S(=O)(=O)N1CCOCC1 (configuration not stated)
→ 5	-4	2	-3	1	9	-5
O=C(N/N=C/c1ccc2ncccc2c1)c1cccc([N+](=O)[O-])c1
→ 1	8	2	-5	-21	18	-2
C[C@@H]1CCCCO[C@H](CN(C)S(C)(=O)=O)[C@@H](C)CN([C@H](C)CO)C(=O)c2cc(NC(=O)Nc3ccc4c(c3)OCO4)ccc2O1
→ 0	3	nt	nt	-5	6	6
COc1cc([N+](=O)[O-])ccc1NC(=O)Nc1cccnc1
→ 2	-5	-1	nt	-11	nt	3
CN(C)CCCn1c(SCCN2C(=O)c3ccccc3C2=O)nc2ccccc2c1=O
→ -2	-4	nt	nt	9	nt	-3
CCc1ccccc1N1C(=O)CN(Cc2cc(OC)c(OC)c(OC)c2)C1=S
→ -2	-4	2	-15	2	7	-3
Cc1noc(C)c1NC(=O)N(C)C[C@@H]1Oc2ccc(NC(=O)C3CC3)cc2CC(=O)N([C@H](C)CO)C[C@H]1C
→ nt	5	nt	9	-2	7	4
Cc1cc(C)cc(NS(=O)(=O)c2ccc3c(c2)c(=O)n(C)c(=O)n3C)c1
→ 4	-1	nt	-4	15	-30	-1
N/C(COc1cccc(Cl)c1)=N\O
→ -4	0	-5	4	4	-7	-1
CCCCn1nc(C(=O)NCC(c2cccs2)N2CCOCC2)c2ccccc2c1=O (configuration not stated)
→ 8	-2	1	13	9	-1	7
CC(C)NC(=O)N(C)C[C@@H]1Oc2ncc(C#Cc3ccncc3)cc2C(=O)N([C@H](C)CO)C[C@@H]1C
→ 0	49	-9	5	15	4	14
CCOc1ccccc1-c1cnc(NC)cn1
→ 1	0	-11	-1	0	6	nt
O=C(NCc1cccc(Cl)c1)C1Cc2c(-c3ccc(Cl)cc3)ccnc2O1 (configuration not stated)
→ 1	-2	0	1	6	5	-3
Cc1occc1C(=O)N1CCCC(CO)(Cc2ccc(F)cc2F)C1 (configuration not stated)
→ 5	-24	-1	-4	6	3	1
C[C@@H]1CN([C@H](C)CO)C(=O)c2cc(-c3ccncc3)cnc2O[C@@H]1CN(C)C(=O)CN1CCOCC1
→ 2	0	4	9	7	-1	4
c1ccc(CCCCc2ccccn2)cc1
→ -1	0	-3	16	-57	nt	nt
O=C(CCNC(=O)c1ccco1)Nc1ccc(Cl)cc1F
→ -1	-8	-1	-1	-12	-9	-2
O=C(C[C@H]1C[C@H]2c3cc(NC(=O)Nc4ccc(F)cc4)ccc3O[C@H]2[C@H](CO)O1)NC1CCCC1
→ -1	5	-25	0	7	-3	-5
COc1ccc(CNC(=O)c2[nH]c(C)c(C(C)=O)c2C)cc1
→ -3	5	5	7	-14	2	nt

Other results.
Values run as follows: CASP6 VEID inh	S100A4 inh HTS	FN deposition inh	Statin myotox sup	LGR2 antag	esBAF inh	SIRT5 inh
C[C@@H]1CN([C@@H](C)CO)C(=O)c2cccc(NC(=O)CCCCCC(=O)Nc3ccccc3N)c2O[C@H]1CN(C)CC1CC1
→ 1	-5	nt	nt	14	nt	1
CC(=O)Nc1cccc(C(=O)/C=C/c2ccc(F)cc2)c1
→ 6	1	-19	-10	7	-14	2
O=C(c1ccc(F)cc1)N1CC(=O)N2[C@@H](CO)[C@H](c3ccc(-c4cccnc4)cc3)[C@@H]2C1
→ 2	-7	nt	nt	-3	nt	-4
O=C(NC1CCCCC1)c1cccc(N2C(=O)CCC2=O)c1
→ 0	-10	-3	4	0	14	-2
O=S(=O)(c1ccccc1F)N1CCCc2ccccc21
→ -3	-18	-7	6	-10	8	-4
O=[N+]([O-])c1ccc(OCCO)c(P(=O)(c2ccccc2)c2ccccc2)c1
→ 1	1	-16	nt	6	nt	-2
Cc1c(CN2CCC(CO)(CCOc3ccccc3)CC2)[nH]c2c(Cl)cccc12
→ -3	7	-3	nt	1	nt	0
CC(=O)Nc1cc(-c2cccc(C(=O)N(C)C)c2)cn2c(-c3ccc(F)c(Cl)c3)cnc12
→ 0	6	0	-8	-4	-8	nt
OCC[C@@H]1C[C@@H](O)[C@H](O)[C@@]2(OCc3ccccc32)O1
→ nt	-3	-6	12	3	-4	nt
C[C@@H]1CN([C@H](C)CO)C(=O)c2cc(NC(=O)Nc3ccc(C(F)(F)F)cc3)ccc2O[C@@H]1CN(C)S(C)(=O)=O
→ -6	-1	nt	2	6	-3	1
Cc1nnc(SCC(=O)Nc2ccc3c4c(cccc24)CC3)n1C
→ 4	2	nt	0	-7	-15	-7
CCc1ccccc1N(CC(=O)N1CCCCC1)S(=O)(=O)c1ccccc1
→ -9	5	-12	5	1	-3	-2
CCC(=O)N1CC2(C1)CN(Cc1nccs1)[C@@H](CO)c1c2c2ccc(OC)cc2n1C
→ -2	-18	nt	nt	-3	nt	-2
CNCCOc1ccccc1C(C)(C)C
→ nt	nt	-1	-1	nt	6	nt
O=C(CCc1c[nH]c2ccccc12)NCc1ccco1
→ 1	-8	1	nt	-28	-3	-6
O=C(NNS(=O)(=O)c1ccc([N+](=O)[O-])cc1)c1ccc([N+](=O)[O-])cc1
→ -1	-1	9	-7	-1	-7	-7
CCC1Oc2ccccc2N(CC(=O)NCCCN2CCN(Cc3ccccc3)CC2)C1=O (configuration not stated)
→ -13	-2	nt	1	-9	-9	-6

Bioassay records from PubChem BioAssay.

Not all compounds are listed; count on the stated rates, not on these rows.
